Bioassay records from PubChem BioAssay.
NR2E3 ag-1 – human photoreceptor-specific nuclear receptor agonism; 360,000 tested, 0.35% active; inhibition of corepressor binding, % at 3.98 µM; CHO-S Gal4-NCOR/VP16-NR2E3 two-hybrid, luciferase; Q9Y5X4; AID 602229;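 active = inhibition above the mean of all tested compounds plus 3 SD, cut at about 70% in these data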;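 also: 0% = DMSO with NR2E3 transfected cells and 100% = cells lacking NR2E3 construct; higher means lower luciferase signal from less NR2E3 corepressor binding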
Target sequence (Q9Y5X4 whole entry, looked up, the tested form may be a part): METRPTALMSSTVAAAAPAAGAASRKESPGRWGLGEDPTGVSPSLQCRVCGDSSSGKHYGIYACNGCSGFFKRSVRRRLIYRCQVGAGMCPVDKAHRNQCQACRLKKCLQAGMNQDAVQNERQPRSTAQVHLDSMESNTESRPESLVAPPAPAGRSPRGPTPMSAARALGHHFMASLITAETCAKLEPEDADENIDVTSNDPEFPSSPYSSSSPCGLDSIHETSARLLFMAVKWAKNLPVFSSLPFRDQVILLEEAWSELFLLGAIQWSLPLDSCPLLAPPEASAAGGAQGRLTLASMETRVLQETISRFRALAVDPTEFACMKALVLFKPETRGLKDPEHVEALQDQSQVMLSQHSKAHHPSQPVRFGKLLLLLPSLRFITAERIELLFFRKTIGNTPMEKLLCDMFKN
CaV13 FRET inh – Disruptors of the CACNA1D IQ motif to Ca2+-dependent inactivation inhibitor domain association, primary screening, Förster resonance energy transfer in intact living …. HEK cells, CFP/YFP FRET ICDI-IQ, plate reader, 10 min; percent FRET-ratio fall versus neutral wells. inhibition, % at 12.3 µM. 340,000 tested, 0.098% active. AID 743397;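 active = mean replicate inhibition of at least 30% and at least 1% of replicates passing that level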;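 also: 0% = median of the neutral control wells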
iPSC survival up – enhancers of human iPSC single-cell survival. hiPSC single-cell survival, ATPlite luminescence; 100% = ROCK inhibitor wells, 0% = DMSO. survival enhancement, % at 20 µM. 360,000 tested, 0.044% active. AID 602274; in the data active = survival enhancement above about 18%;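 also: cells exposed to compounds for 16 hours before the ATP read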
PDI inh – blocks human protein disulfide isomerase activity; PDI insulin aggregation turbidity, A650, 90 min; 350,000 tested, 0.052% active; inhibition, % at 10 µM; P07237;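 active = mean inhibition across replicates of 30% or more, whatever share of single replicates reach that level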;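 also: absorbance from insulin aggregation driven by PDI reduction with DTT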
Target sequence (P07237 whole entry, looked up): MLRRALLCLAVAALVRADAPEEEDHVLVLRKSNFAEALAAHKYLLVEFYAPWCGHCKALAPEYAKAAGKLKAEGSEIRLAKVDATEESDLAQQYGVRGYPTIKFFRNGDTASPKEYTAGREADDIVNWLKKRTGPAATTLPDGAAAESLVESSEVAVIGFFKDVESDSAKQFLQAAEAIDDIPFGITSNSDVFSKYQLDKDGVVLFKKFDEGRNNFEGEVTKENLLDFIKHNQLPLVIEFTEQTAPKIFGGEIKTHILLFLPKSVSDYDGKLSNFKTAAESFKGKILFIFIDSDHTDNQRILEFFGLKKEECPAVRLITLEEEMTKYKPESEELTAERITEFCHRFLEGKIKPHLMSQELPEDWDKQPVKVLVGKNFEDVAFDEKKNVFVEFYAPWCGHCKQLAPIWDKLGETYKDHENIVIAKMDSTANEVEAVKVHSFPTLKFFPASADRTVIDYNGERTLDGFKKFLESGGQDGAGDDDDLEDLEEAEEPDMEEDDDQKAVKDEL
Vif inh – HIV Vif inhibition | HEK293T cells, Vif self-association by quenched fluorescence, imaging, 24 h | AID 602346 | 340,000 tested, 0.35% active | inhibition, % at 7.49 µM; in the data active = inhibition above about 50%, passing the limit was not always enough; also: some results filed as inactive read as strong as hits
Peg3 prom inh – reduces Peg3 promoter-driven luciferase expression in HeLa | HeLa PEG-Prom luciferase reporter, luminescence, overnight | inhibition, % at 20 µM | 360,000 tested, 1.7% active | AID 588405;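 active = inhibition of at least 50% at 20 µM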
Exocytosis inh – blocks lytic granule exocytosis; TALL-104 LAMP-1 surface exposure, flow cytometry; cells stimulated with thapsigargin and PMA; inhibition, % at 10 µM; 360,000 tested, 0.66% active; AID 651702;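 active = inhibition above about 55%, limit read from the data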
aDG glyco act – increases alpha dystroglycan glycosylation. Pro5-aDG cells, alpha-DG glycosylation AlphaScreen (IIH6); 0% Pro5, 100% B10-LARGE cell signal. activation, % at 10 µM. 360,000 tested, 0.22% active. AID 624168;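 active = activation of at least 8% versus controls, or a plate z-score of at least 8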;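 also: Pro5 are CHO cells carrying HIG-tagged alpha-DG that lacks glycosylation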
NR2E3 ag-2 – activates human photoreceptor nuclear receptor NR2E3; Q9Y5X4; GST-NR2E3/biotin-RetCOR TR-FRET, 1536-well; AID 2300; 320,000 tested, 0.12% active; inhibition of corepressor binding, % at 4.78 µM;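 active = percent inhibition above the cutoff of mean plus 3 SD of all tested compounds, set per screening campaign, cut at about 20% in these data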;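 also: 0% = DMSO wells and 100% = biotin wells as full block of FRET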
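System: GST-tagged NR2E3 plus biotinylated RetCOR corepressor; Amount: 1.35 nM GST-tagged NR2E3 final; Dosing: single nominal compound dose of 4.8 µM; Schedule: 5 h incubation at 4 °C; Technique: TR-FRET with europium anti-GST and streptavidin-D2, 340 nm excitation; Controls: biotin wells as high control, 0.6% DMSO wells as low control.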
TRPM1 prom inh – MITF TRPM1 promoter inhibition in SK-MEL-5 cells | inhibition, % at 12.5 µM | SK-MEL-5 TRPM1 promoter luciferase, 24 h | 330,000 tested, 0.83% active;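 active = mean inhibition across replicates of 60% or more, whatever share of single replicates reaches that level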; also: values of inactives mirror those of a sister screen read the other way
HIF-2a inh – HIF-2a inhibition; 786-0 RCC cells HIF-2a reporter, luciferase luminescence, overnight; inhibition, % at 18.8 µM; 360,000 tested, 0.72% active;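 active = inhibition of the luminescence signal of 40% or more relative to plate controls, in a single-dose primary screen at 18.75 µM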
Active calls of the source: *; nt = not tested or not shown.

Molecule	NR2E3 ag-1	CaV13 FRET inh	iPSC survival up	PDI inh	Vif inh	Peg3 prom inh	Exocytosis inh	aDG glyco act	NR2E3 ag-2	TRPM1 prom inh	HIF-2a inh
CSc1ccc(CNCC2CCCO2)cc1 (stereo not given)	-20.9	-6.6	-0.5	-4.3	-0.2	0.8	-2.8	0.0	1.7	11.2	6.8
CC1CCCN(c2c([N+](=O)[O-])cc(C(=O)O)cc2[N+](=O)[O-])C1 (stereo not given)	-5.9	-4.5	1.8	0.1	-1.8	2.1	28.0	-0.3	0.8	nt	7.4
C=C(C)c1cccc(C(C)(C)NC(=O)NCCCn2ccnc2)c1	-12.7	-10.0	1.0	-3.1	33.7	3.2	-2.1	0.0	-0.2	3.2	9.5
O=C(CSc1nnc(-c2cccc(Br)c2)o1)N1CCOCC1	-24.1	nt	-0.2	-1.7	nt	-77.3	5.0	0.1	3.3	-35.4	-79.7
c1ccc(-c2cc3ccccc3nc2N2CCCC2)cc1	-32.4	nt	1.7	-3.1	4.6	22.8	-1.2	0.1	1.7	22.8	8.2
O=C(Nc1ccc(C(=O)NC2CCCCC2)cc1)c1cncc(Br)c1	-23.7	6.2	0.4	-1.4	5.1	-14.0	-1.6	0.8	-3.0	-2.9	8.7
COCCN1C(=O)N[C@@H](CCc2ccccc2)[C@@H](C(=O)OC)[C@H]1C	-3.7	-5.3	0.7	2.3	-3.1	13.2	5.4	-0.1	0.0	8.2	15.7
CC(C)Oc1ccc(C(=O)OCC(=O)N2CCCc3ccccc32)cc1	-6.6	-1.3	0.4	8.9	nt	-3.5	5.4	0.1	-2.1	8.4	-17.6
O=C1NC[C@H](CCCCN2CCN(CCc3ccccc3)C(=O)C2=O)N(CCc2ccccc2)C1=O	-3.5	-3.8	1.3	nt	nt	nt	4.5	-0.2	nt	nt	6.7
COc1cc(CCCN2C(=O)C(=O)NC[C@@H]2Cc2ccc(O)cc2)cc(OC)c1OC	-9.3	-6.1	-4.6	9.4	-15.0	-1.6	-8.4	-0.1	6.3	-3.4	-2.3
O=C(OCc1ccc(Br)cc1)c1cccnc1	0.6	-19.8	0.2	14.1	7.8	7.9	-13.0	0.0	-0.8	5.1	5.6
O=C(COc1ccc2c(c1)CCC2)NCc1ccccc1	15.6	-1.8	1.0	8.8	-6.2	-43.7	1.7	-0.1	-4.5	-13.7	-90.2
CCCc1cc(=O)n2[nH]c(-c3ccccc3)cc2n1	-67.5	-0.6	-2.2	-12.0	5.5	-238.5	-2.2	0.2	-3.7	-44.5	-210.2
Cc1nc(NC(=O)C(C)(C)C)sc1-c1csc(N)n1	-6.5	-5.2	4.5	-2.3	-4.0	-11.3	-2.9	1.1	nt	nt	0.2
C[C@@H]1CCCN1[C@@H]1CS(=O)(=O)N[C@H]1COCc1ccccc1	2.3	-6.0	0.8	nt	nt	-18.3	2.9	0.1	nt	nt	14.3
CC(=O)Nc1cc(OC(=O)c2ccco2)cc(OC(=O)c2ccco2)c1	-10.0	-3.6	-2.8	-5.6	-0.1	1.8	0.6	0.0	3.3	5.2	12.4

Fetched by structure from the entries so far (2):
Molecule	NR2E3 ag-1	CaV13 FRET inh	iPSC survival up	PDI inh	Vif inh	Peg3 prom inh	Exocytosis inh	aDG glyco act	NR2E3 ag-2	TRPM1 prom inh	HIF-2a inh
O=C(OCc1ccc(Br)cc1)c1cccnc1	0.6	-19.8	0.2	14.1	7.8	7.9	-13.0	0.0	-0.8	5.1	5.6
O=C(Nc1ccc(C(=O)NC2CCCCC2)cc1)c1cncc(Br)c1	-23.7	6.2	0.4	-1.4	5.1	-14.0	-1.6	0.8	-3.0	-2.9	8.7

(continued)
Results follow in this order: NR2E3 ag-1 | CaV13 FRET inh | iPSC survival up | PDI inh | Vif inh | Peg3 prom inh | Exocytosis inh | aDG glyco act | NR2E3 ag-2 | TRPM1 prom inh | HIF-2a inh
- CCOc1ccc(OCCNC2CCCC2)cc1
    7.8 | -4.6 | 0.7 | 1.1 | 19.4 | -19.8 | 0.2 | -0.1 | -3.7 | -8.4 | -15.4
- Cc1nonc1C1CCCN1C(=O)c1cc(COc2ccc(F)cc2Cl)on1 (stereo not given)
    -14.6 | -4.7 | 0.0 | 9.7 | -8.2 | -75.2 | -3.8 | -0.1 | 4.4 | -24.5 | -88.2
- Cc1ccccc1C(=O)N1CCC(C(=O)N2CCN(Cc3ccc4c(c3)OCO4)CC2)CC1
    4.4 | -16.6 | -1.1 | -0.3 | -1.4 | 4.2 | 15.9 | 0.0 | nt | 2.0 | 7.0
- CCOC(=O)C(=NO)C1=CSC2=NNC(C)(C)N12
    7.6 | -5.6 | -0.2 | 2.5 | 21.1 | 11.8 | 0.3 | 0.1 | nt | nt | 20.3
- CC(C)C(NC(=O)c1c(F)cccc1F)C(=O)NNC(=O)c1ccccc1 (stereo not given)
    -36.0 | -3.1 | 2.2 | -2.8 | 26.7 | 10.9 | -10.1 | 0.0 | nt | 2.7 | -9.9
- O=C(NCC(=O)N(c1cccnc1)C(C(=O)NC1CCCC1)c1ccco1)c1cccs1 (stereo not given)
    6.8 | nt | 5.1 | 4.0 | 5.8 | 13.4 | 3.3 | 0.0 | -2.2 | 2.7 | -0.3
- CCN1C(=O)[C@H]2[C@@H](c3ccc(OC)cc3)N[C@]3(CCCN(Cc4cccn4C)C3=O)[C@H]2C1=O
    3.2 | -3.3 | 1.9 | -1.1 | -3.4 | -18.2 | -0.8 | 0.0 | nt | nt | 0.9
- O=C(Nc1c(C(=O)N2CCCCC2)cnn1-c1ccccc1)c1ccccc1F
    -33.1 | -5.0 | 0.1 | -0.9 | -5.6 | -2.1 | -4.6 | 0.1 | nt | -0.3 | 10.7
- COc1cc(-c2nnc(Sc3ccc(C(F)(F)F)cc3[N+](=O)[O-])o2)cc(OC)c1OC
    -0.5 | -7.9 | -1.5 | 1.3 | -1.7 | 19.9 | -0.3 | 0.1 | 4.0 | -4.6 | 4.5
- CC(C)NC(=O)CSc1nccc(-c2cccs2)n1
    -14.5 | -4.1 | 0.4 | -1.7 | -1.9 | -9.5 | -2.5 | 0.0 | 3.0 | 6.7 | -19.0
- CN(C)S(=O)(=O)Oc1ccsc1C(=O)Nc1ccc(Br)cc1
    -5.3 | -3.7 | 0.0 | 5.6 | 2.5 | -15.9 | -3.1 | 0.3 | 1.1 | -4.9 | -36.4
- CCc1ccc(NC(=O)C2CCN(S(C)(=O)=O)CC2)cc1
    -28.1 | -6.6 | 3.3 | 1.4 | -3.3 | 5.8 | -1.6 | -0.1 | 2.3 | -2.7 | -3.2
- COc1cc2c(cc1OC)C(c1c(-c3c(Cl)cccc3Cl)noc1C)=NCC2
    -48.7 | -7.3 | 2.4 | -0.2 | -11.5 | 18.4 | -1.8 | 0.0 | nt | nt | 8.6
- Cc1ccc(C(=O)O)cc1NC(=O)CCc1c(C)noc1C
    -18.4 | -4.9 | -1.2 | -13.0 | nt | 0.5 | -0.5 | -0.3 | nt | nt | 10.5
- CN(C)c1ccc(CNC(=O)C2CCN(S(=O)(=O)c3ccc4c(c3)oc(=O)n4C)CC2)cc1
    7.0 | -2.1 | 0.0 | 8.8 | -1.3 | 1.5 | -7.4 | -0.3 | 3.9 | -3.6 | 19.3
- O=C(O)CCc1ccc(-c2cccs2)n1CC(=O)Nc1ccccc1C(F)(F)F
    -14.6 | -5.7 | 0.2 | 0.3 | -6.8 | 9.6 | -0.6 | -0.3 | -1.3 | -13.2 | 8.8
- CC(NC(=O)C(=O)N1CCCCC1)C(c1cccs1)N1CCN(Cc2ccccc2)CC1 (stereo not given)
    -14.0 | -5.6 | 0.3 | -12.0 | 14.1 | 3.7 | -0.9 | 0.3 | -1.1 | -1.0 | 4.4
- O=[N+]([O-])c1ccc(N2CCN(S(=O)(=O)c3ccc(Cl)cc3)CC2)cc1NCC1CCCO1 (stereo not given)
    -11.1 | -8.6 | -3.3 | 25.6 | 57.4* | -9.1 | 1.1 | 0.4 | 0.3 | 8.2 | 24.7
- Cc1ccccc1-c1nc2cc(NC(=O)C3CC3)ccc2o1
    -166.4 | -1.4 | 0.3 | 3.0 | -4.2 | -339.4 | -0.9 | -0.1 | 1.2 | -58.1 | -296.5
- C=C(C)CN(CC)C(=O)CC1C(=O)NCCN1C (stereo not given)
    -21.7 | -7.4 | 0.5 | 9.3 | 12.3 | 1.8 | 20.2 | -0.5 | 1.0 | -4.6 | 6.9
- Cc1ccc(/C=N/NC(=O)c2ccc3ccccc3c2)s1
    -63.5 | -10.9 | 2.3 | -15.4 | 1.9 | -208.1 | 3.8 | 1.3 | 3.6 | -11.1 | -193.3
- O=C(COc1ccccc1)Nc1c(Cl)ccc2nsnc12
    -16.1 | -2.9 | 0.7 | 0.8 | -4.4 | 9.8 | 2.1 | -0.1 | -1.5 | 4.0 | -1.0
- COc1ccc(OC)c(Nc2nc(N)c([N+](=O)[O-])c(NCc3ccccc3)n2)c1
    -10.9 | -1.6 | -0.4 | -8.3 | -4.2 | 11.8 | -6.5 | 0.1 | -0.2 | nt | 14.8
- Cc1cc(N2CCN(c3ccccc3)CC2)n2nnnc2n1
    -36.9 | -3.9 | 3.0 | -5.9 | -1.1 | -22.6 | 1.6 | -0.3 | 3.0 | 0.3 | 0.1
- Cc1ccc(S(=O)(=O)NCCSc2nncn2C)cc1
    -28.7 | -3.7 | -0.3 | -18.0 | 6.2 | -51.9 | -4.9 | -0.2 | -1.0 | 2.0 | -7.0
- Clc1ccc(C2=Nc3cc(Cl)ccc3OC2)cc1
    -32.7 | -2.0 | -0.6 | 1.0 | nt | -266.1 | -0.7 | -0.3 | 0.1 | -3.0 | -264.8
- CC(=O)c1c(C)n(-c2ccccc2Br)c2ccc(O)cc12
    -14.0 | -4.0 | 0.9 | 1.2 | -2.1 | 37.8 | 5.5 | 0.1 | nt | -11.1 | 36.5
- NC(=S)N/N=C1\CC(n2nnnc2-c2ccccc2Cl)C2COC1O2 (stereo not given)
    -10.2 | -0.5 | 2.9 | 0.0 | -1.3 | 5.2 | -6.7 | 0.1 | 4.0 | 8.3 | 12.9
- CCOC(=O)CN1NC2(CCCCCCC2)NC1=S
    -24.8 | 1.2 | -0.4 | 11.2 | -2.2 | -1.2 | -3.8 | -0.1 | 1.6 | 4.5 | 10.7
- CCN1C(=O)N(C)C(N(O)C(=O)NC)C1(C)C (stereo not given)
    -0.3 | -1.4 | 3.1 | -2.7 | 1.6 | 8.8 | 1.2 | -0.1 | -1.1 | 5.3 | 14.1
- C#CCOCCOCCOCCNc1nc(N2CCN(C(=O)CCCCCCCCCCNC(=O)Cn3cc(C[C@@H](C)O)nn3)CC2)nc(N2CCN(C(=O)CCCCCCCCCCNC(=O)[C@H](CCCCN)n3cc(C[C@@H](C)CC)nn3)CC2)n1
    -15.8 | nt | -1.4 | 8.1 | -4.7 | 99.2* | 10.2 | 0.0 | 0.4 | 82.7* | 3.8
- COc1ccc(NS(=O)(=O)c2cccc(C(=O)NNC(=O)CNC(=O)c3ccco3)c2)cc1
    -12.7 | nt | 0.1 | -6.5 | 11.8 | 10.7 | -3.5 | -0.2 | -0.7 | 0.6 | 13.0
